# Eya2 inh: qHTS Assay for Inhibitors of the Phosphatase Activity of Eya2 | Protein phosphatase EYA2 (Homo sapiens), O00167 | Potency, µM (titrated, usually from 76.9 µM), inactives show at the top dose activity, negative = inhibition, usual class: inhibitors | hit rate 0.006% among 330,000 | recombinant Eya2, OMFP fluorescence dephosphorylation (OMFP is methylfluorescein phosphate); further: potency means the concentration at half of the fitted maximal effect; on the % scale 0 is the no-effect control and ±100 the full control effect
#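 Eya2 (0.2 uM) preincubated 10 min at ambient with compound, then OMFP substrate added at 50 uM; 10 min reaction in 50 mM HEPES pH 7.5, 50 mM NaCl, 5 uM MgCl2, 0.05% BSA, 1 mM DTT. Fluorescence read at Ex 485/Em 525 nm.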
# ELG1 repair inh: qHTS screen for small molecules that inhibit ELG1-dependent DNA repair in human embryonic kidney (HEK293T) cells expressing luciferase-tagged ELG1 | Potency, µM (titrated, usually from 46.1 µM), inactives show at the highest dose activity change, negative = inhibition, hits mostly inhibitors | hit rate 2.3% among 330,000 | HEK293T ELG1-luciferase reporter, luminescence, 16 h; DNA damage induced by 5-fluorouridine; further: potency means the concentration at half of the fitted maximal effect; on the % scale 0 is the no-effect control and ±100 the full control effect; nearly all actives have a fitted effect of over 55% in size
#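 HEK293T cells expressing luciferase-tagged ELG1 (2,000/well) received 5-Fluorouridine plus compound or DMSO for 16 hr at 37 °C. Luciferase was read by ONE-Glo luminescence after 30 min at room temperature.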
# AT treatment: qHTS Assay for Identifying a Potential Treatment of Ataxia-Telangiectasia | Potency, µM (titrated, usually from 57.5 µM), inactives show at the top dose activation, most hits filed as activators | […] A-T fibroblasts, KAP-1 phosphorylation AlphaLISA; neocarzinostatin DNA damage 30 min before lysis | AID 485349, 2010 | hit rate 0.19% among 320,000; further: potency means the concentration at half of the fitted maximal effect; % of control where 0% means no effect; nearly all actives have a fitted effect of over 45% in size
#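 hTERT-immortalized A-T patient fibroblasts ([…]), 500 cells/well in OPTI-MEM, 1% FBS, got compounds for 60 min, then NCS for 30 min at 37C. Lysates were then assayed for phospho-KAP-1 by AlphaLISA (anti-pKAP1 donor, anti-KAP1 acceptor beads), 6 hr at 25C.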
# Mito fusion yeast: qHTS Assay for Small Molecule Inhibitors of Mitochondrial Division or Activators of Mitochondrial Fusion | S. cerevisiae fusion-defective mutant growth rescue, CellTiterGlo 48 h | Potency, µM (series often up to 46.1 µM), for the others: at the highest dose growth rescue (activation), actives largely listed as activators | hit rate 0.23% among 320,000;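 further: potency means the concentration at half of the fitted maximal effect; % of control where 0% means no effect; nearly all actives have a fitted effect of over 45% in size; temperature-sensitive fusion mutants such as fzo1-1 at 37 °C on non-fermentable ethanol glycerol medium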
#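 Compounds are tested for their ability to restore growth of mitochondrial fusion-defective yeast strains at non-permissive 37C in YPEG medium over 48 hours. Viability is quantified by luciferase luminescence.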
# TCR act: Activators of T cell receptors: qHTS campaign; primary human leukocytes, anti-CD3, IL-2 HTRF, 48 h; Potency, µM (series often up to 9.22 µM), for inactives: at the highest dose activation of IL-2 secretion, hits mostly activators; 330,000 tested, under 10 active; AID 504894, 2011; further: % of control where 0% means no effect
#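 1) Mix primary human leukocytes, a-CD3 beads and compound. 2) Incubate 48 hr. 3) Add HTRF IL-2 reagents (a-IL-2-K, a-IL-2-d2).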
# TRPV1 ag: HTS Assay for Compounds that Act as Agonists of the Vanilloid Receptor 1; hit rate 0.19% among 320,000; Transient receptor potential cation channel subfamily V member 1 (Homo sapiens), Q8NER1; AID 540275, 2011; TRPV1-expressing cells, Fluo-8 calcium influx, agonist mode; activation, % at 8.33 µM; in the data active means activation above about 80%; inconclusive means between about 30% and that limit; further: 0% is about no effect
#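 Cells expressing TRPV1 were dye-loaded with Fluo-8 and read kinetically: 10 s baseline, 3 min after compound (agonist portion), then 2 min after EC20 capsaicin (allosteric enhancer portion). Calcium-bound dye fluorescence at 480/520 nm.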
# TSHR antagonist: Antagonists of the Thyroid Stimulating Hormone Receptor: HTS campaign. Thyrotropin receptor (Homo sapiens), P16473. TSHR-expressing cells, TSH-stimulated cAMP HTRF, 2 h; hits give low values. activity change, negative = inhibition, % at 11.5 µM. hit rate 0.2% among 330,000. AID 504810, 2011;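 active means activity change below a set negative limit, meaning inhibition stronger than a set level, cut at about -70% in these data; inconclusive means activity change between two set negative limits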; further: on the % scale 0 is the no-effect control and ±100 the full control effect
# Target sequence (P16473 whole entry, looked up): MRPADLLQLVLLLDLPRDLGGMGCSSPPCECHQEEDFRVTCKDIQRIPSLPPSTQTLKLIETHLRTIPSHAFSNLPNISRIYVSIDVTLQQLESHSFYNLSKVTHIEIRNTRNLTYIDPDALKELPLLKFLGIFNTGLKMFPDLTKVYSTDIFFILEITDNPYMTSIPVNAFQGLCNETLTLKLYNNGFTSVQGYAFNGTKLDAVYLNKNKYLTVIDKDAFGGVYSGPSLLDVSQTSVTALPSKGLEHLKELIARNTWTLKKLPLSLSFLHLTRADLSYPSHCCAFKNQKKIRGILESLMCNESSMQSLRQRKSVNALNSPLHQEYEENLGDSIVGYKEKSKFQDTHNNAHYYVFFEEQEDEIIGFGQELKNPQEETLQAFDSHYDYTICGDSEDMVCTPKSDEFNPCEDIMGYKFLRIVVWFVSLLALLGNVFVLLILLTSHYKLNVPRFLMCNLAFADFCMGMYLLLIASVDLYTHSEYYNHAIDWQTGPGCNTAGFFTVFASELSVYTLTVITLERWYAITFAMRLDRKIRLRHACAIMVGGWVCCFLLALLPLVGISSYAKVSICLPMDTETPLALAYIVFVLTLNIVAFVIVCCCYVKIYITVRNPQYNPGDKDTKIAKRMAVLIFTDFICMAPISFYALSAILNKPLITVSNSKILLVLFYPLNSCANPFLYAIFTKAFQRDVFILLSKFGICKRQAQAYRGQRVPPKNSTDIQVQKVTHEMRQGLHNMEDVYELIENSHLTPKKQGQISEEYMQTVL
#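 Freshly harvested TSHR cells receive pin-tooled compound, then EC80 TSH at 4nM final. After 2 hours at 37 deg C, antibody in lysis buffer and cAMP-d2 are added; 30 minutes at ambient temperature precede the HTRF read.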
# KCNH2 3.1 inh: qHTS for Inhibitors of KCHN2 3.1: Mutant qHTS | U2OS KCNH2 3.1, thallium flux FluxOr; hits give low values | activity change, % (tested at about 1.8 µM) | hit rate 0.95% among 340,000 | AID 720553, 2013;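 active means maximum activity change below -70%; inconclusive means maximum activity change from -70% to -50%; inactive means maximum activity change above -50%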;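 further: thallium influx rate constant from kinetic fluorescence after stimulation buffer; on the % scale 0 is the no-effect control and ±100 the full control effect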
#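 Channel expression came from 3.1 mutant virus (1.77 x 10^8 /mL) applied to suspended U2OS cells for 4 h. Flux was tracked with FluxOr dye plus Red40 quencher, and kinetic rate constants normalized to controls.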
# KCNH2 WT inh: qHTS for Inhibitors of KCHN2 3.1: Wildtype qHTS | AID 720551, 2013 | Voltage-gated inwardly rectifying potassium channel KCNH2 (Homo sapiens), Q12809 | U2OS, BacMam KCNH2, thallium flux FluxOr; hits give low values | activity change, % at 1.84 µM | hit rate 0.37% among 340,000;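 active means maximum activity change below -70%; inconclusive means maximum activity change between -70% and -50%; inactive means maximum activity change above -50%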; further: on the % scale 0 is the no-effect control and ±100 the full control effect
#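 U2OS cells were transduced with wild-type KCNH2 virus (2.03 x 10^8 / mL) for 4 h at room temperature, then cultured overnight at 37 C. Thallium flux was read with FluxOr dye. Rate constants were normalized to DMSO controls.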
# USP2a inh: qHTS Assay for Inhibitors of Ubiquitin-specific Protease USP2a Using CHOP2 as the Reporter; USP2 core, Ub-CHOP2 coupled fluorogenic reporter, 485/531; Ubiquitin carboxyl-terminal hydrolase 2 (Homo sapiens), O75604; Potency, µM (doses to about 38.3 µM), for inactives: at the top dose activity change, negative = inhibition, hits mostly inhibitors; hit rate 0.01% among 330,000;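 further: potency means the concentration at half of the fitted maximal effect; plate controls were DMSO wells for no effect and full inhibition by NEM control for full effect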
#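 Deubiquitinase activity read as fluorescence (485/531 nm) after Ub-CHOP2 cleavage activates the enterokinase reporter on its substrate; USP2 core 10nM, Ub-CHOP2 and substrate 25nM each, 30min compound preincubation then 60min RT; data normalized to NEM, curves fitted.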
# * marks the source's active call; other numbers are inactive results; ? = inconclusive; nt = not tested or not shown; & = joins results of further samples; ! = not confirmed by another sample; [ ] = remark or other dose. Unless noted, the call rests on the fitted dose curve; in most records, active means well fitted curve in the direction sought with a large enough effect; inconclusive means small, poorly fitted or top-dose-only effect, or another doubt; inactive means no such curve, though single readings can be large; an effect the other way counts as inactive or inconclusive. Only part of the results is shown; count on the stated rates, not on these rows.
SMILES,Eya2 inh,ELG1 repair inh,AT treatment,Mito fusion yeast,TCR act,TRPV1 ag,TSHR antagonist,KCNH2 3.1 inh,KCNH2 WT inh,USP2a inh
C=CCn1c(O)c(/C=C2/C=c3ccccc3=N2)c(=O)[nH]c1=S,15%,?,0%,-2%,-2%,1,4,-38,5,1%
Cc1ccc(O)c(CN2CCN(c3ccccc3)CC2)c1,-4%,-7%,7%,2%,0%,2,-8,-8,-3,1%
Cc1cc(/C=C2\C(=O)NC(=O)N(Cc3ccco3)C2=O)c(C)n1-c1ccc(C(=O)O)cc1,-23%,4%,-4%,-5%,4%,-1,-2,5,8,3%
COc1ccc(C2=CC(c3ccc(OC)c(OC)c3)c3c(c4ccccc4oc3=O)O2)cc1OC (centres undefined),?,?,1%,?,-1%,2,16,2,5,-3%
O=C1NC(=O)N(c2ccccc2)C(=O)/C1=C\c1ccc2c3c(cccc13)CC2,0%,13%,14%,0%,-6%[46.1 µM],0,1,nt,nt,2%
Fc1ccccc1CCNCc1ccccc1,6%,-3%,-1%,-2%,-1%[46.1 µM],1,4,3,-6,5%
O=C1NC(=O)N(CCc2ccc(F)cc2)C(=O)/C1=C/c1ccco1,1%,?,0%,-1%,6%,-2,10,-9,0,-2%
CCC(C(=O)N1CCC2(CC1)OCCO2)c1ccccc1 (centres undefined),-25%,5%,0%,-1%,-1%[46.1 µM],14,2,5,0,4%
Cc1ccccc1OCCN=Cc1c(O)n(C)c(=O)n(C)c1=O,-14%,?,3%,0%,-1%,1,10,-1,-5,1%
CN1C(=O)C(=CN2CCN(C(=O)c3ccco3)CC2)C(=O)N(C)C1=S,5%,21%,-3%,-3%,2%[46.1 µM],-2,-6,nt,-31,1%
CC(C)COc1ccc(C2(C#N)CC[N+](C)(C)CC2)cc1,-13%,0%,16%,5%,2%,nt,-21,10,-6,2%
COC(=O)C1=C(c2ccc(F)cc2F)C[C@@H]2CC[C@H]1N2C(=O)NCCOc1ccc(OC)cc1,0%,-12%,10%,1%,4%,9,30,-9,7,0%
O=c1c2ccccc2nc(CSc2ncnc3nc[nH]c23)n1-c1ccc(Cl)c(Cl)c1,-4%,?,-2%,-2%,-8%,-7,1,3,1,-3%
CC(C)CS(=O)(=O)C1=NN2C(=N)/C(=C\c3ccc(OC(=O)c4ccco4)cc3)C(=O)N=C2S1,24%,?,-5%,8%,-4%,-5,-13,2,28,1%
Cc1cc2c(C(C)C)c(O)c(O)c(C=O)c2c(O)c1-c1c(C)cc2c(C(C)C)c(O)c(O)c(C=O)c2c1O,32µM*!,-5%&5%,-16%&-13%,-32%&3%&11%[inhibitor],nt,14&15,-80*!,nt,nt,5.6µM*
COc1ccc(OC)c(N2C(=O)CC(=O)NC2=O)c1,-1%,9%,4%,-1%,1%,1,-6,22,13,1%
COc1ccc(CN2CCNCC2)cc1,-6%,3%,1%,3%,1%,0,1,-1,-7,0%
O=c1[nH]c(O)c(C=Nc2ccccc2Oc2ccccc2)c(=O)[nH]1,13%,-3%,4%,0%,8%,nt,2,13,-1,3%
CC(=O)OCC(=O)[C@H]1CC[C@H]2[C@@H]3CC[C@H]4C[C@H](O)CC[C@]4(C)[C@H]3C(=O)C[C@]12C,-1%,6%,0%,-10%,-4%,-1,4,6,-3,1%
COCCNC(=O)c1c(N)n(CCC(C)C)c2nc3ccccc3nc12,-12%,5.8µM*,nt,-12%,-3%,2,-2,1,-1,-9%
CCCC12CN3CC(CCC)(CN(C1)C3c1ccccn1)C2=O (centres undefined),2%,-1%,2%,-7%,2%,0,1,14,-6,2%
CN(C)C1(CNC(=O)c2ccc(NS(=O)(=O)c3ccc(Cl)c(Cl)c3)cc2)CCCCC1,-1%,7%,-4%,-2%,6%,3,7,-8,11,-1%
CC(=O)NC1CC2CCCC(C1)N2 (centres undefined),4%[15.4 µM],9%,-4%,6%,4%,-1,16,-2,26,4%
CN1CCC(OC(=O)c2cccc(F)c2)CC1,-27%,12%,4%,-2%,-3%,0,-1,29,8,-1%
c1ccc2c(CN3CCOCC3)c[nH]c2c1,18%,-25%,2%,1%,4%,7,3,-5,-6,-1%
CCOc1ccc(CN(CCCl)CCCl)cc1C(=O)OC,11%,-6%,1%,4%,nt,1,0,-15,-1,0%
BrCC(Br)C1CCC(Br)C(Br)C1 (centres undefined),17%,13%,?,2%,-4%,-3,1,9,0,0%
C[C@@H]1CC2(CCCC[N+]2(C)C)C[C@H]1C,13%,7%,2%,-9%,-4%,1,17,1,-6,16%
Cc1cc(C)nc(-n2c(C)nc3cc(Cl)ccc3c2=O)c1,3%,14%,2%,-2%,6%,-2,20,6,-4,7%
COC(=O)C1=C(c2ccc(F)cc2F)C[C@@H]2CC[C@H]1N2C(=O)N1CCCCC1,-19%,14%,2%,-2%,3%,21,3,-5,-8,0%

# Laid out differently: results already given.
Compound | Eya2 inh | ELG1 repair inh | AT treatment | Mito fusion yeast | TCR act | TRPV1 ag | TSHR antagonist | KCNH2 3.1 inh | KCNH2 WT inh | USP2a inh
COCCNC(=O)c1c(N)n(CCC(C)C)c2nc3ccccc3nc12 | -12% | 5.8µM* | nt | -12% | -3% | 2 | -2 | 1 | -1 | -9%
COC(=O)C1=C(c2ccc(F)cc2F)C[C@@H]2CC[C@H]1N2C(=O)N1CCCCC1 | -19% | 14% | 2% | -2% | 3% | 21 | 3 | -5 | -8 | 0%

# (further entries)
SMILES,Eya2 inh,ELG1 repair inh,AT treatment,Mito fusion yeast,TCR act,TRPV1 ag,TSHR antagonist,KCNH2 3.1 inh,KCNH2 WT inh,USP2a inh
CC1(C)CC(=O)c2cc(OCC(=O)N3CCN(Cc4ccccc4)CC3)ccc2O1,-2%,-17%,2%,-9%,-30%,10,-12,-5,-3,-1%
O=P(O)(O)c1ccccc1OCCOCCOCCOCCOc1ccccc1P(=O)(O)O,4%,?,-4%,-6%,2%,-2,-3,18,-3,1%
CC(=O)N1CCN(Cc2ccc(Cl)nc2)CC1,-4%,13%,?,2%,-23%,-2,9,-9,-1,8%
CN(C)S(=O)(=O)c1ccc(C(=O)NNc2nc(-c3ccccc3)c3cc(Br)ccc3n2)cc1,-1%,23µM*,10%,-8%,-5%[46.1 µM],8,-11,-3,2,-11%
COc1cccc(C(=O)C2CCCN(C3CCOCC3)C2)c1 (centres undefined),1%,12%,3%[11.5 µM],2%,-5%,2,-3,-4,35,1%
CN1CCN(c2ncnc(Cl)c2N)CC1,-4%,0%,-4%,0%,8%,1,2,-6,-2,0%
OC1(c2ccc(F)cc2)CC2CCC(C1)N2Cc1nnnn1C1CCCC1 (centres undefined),7%,?,4%,-6%,-1%,1,3,-6,2,2%
C=Cn1ccnc1P(=S)(c1ccc(Cl)cc1)c1nccn1C=C,-1%,-20%,5%,-3%,0%,0,-3,16,8,2%
O=[N+]([O-])c1cc(O)c(O)c([N+](=O)[O-])c1,11%&-9%,11%,-4%,?,3%,-2,-4&-2,4,-2,1%
CC1CCN(CC(=O)c2ccccc2Cl)CC1,-4%,?,1%,-2%,-5%[46.1 µM],0,14,0,-4,6%
COP(=O)(OC)C(Nc1ccccc1)c1ccccc1 (centres undefined),-18%,-13%,11%,0%,-4%,2,8,?,16,1%
COC(=O)c1cccc(N=Cc2c(O)n(Cc3ccc(F)cc3)c(=O)[nH]c2=O)c1,7%,9%,7%,-3%,2%,9,2,-22,-2,-1%
COC1=CC=C2[C@H]3Cc4ccc(OC)c5c4[C@@]2(CCN3C)C1O5 (some centres undefined),-12%,3%,2%,nt,0%,nt,-9,-11,6,1%
Cc1cc(OCC(=O)NCc2ccncc2)c2c3c(c(=O)oc2c1)CCCC3,4%,-2%,12%,2%,0%,26,-3,0,11,1%
COc1cc(CNCCc2ccc3c(c2)OCO3)cc(OC)c1OC,0%,-1%,3%,-3%,-7%,1,-5,28,9,0%
O=C1/C(=C/c2ccc([N+](=O)[O-])cc2)N2CCC1CC2,0%,30%,4%,-1%,6%[46.1 µM],-1,1,1,-1,3%
CC(Cc1ccccc1)NC(=O)/C=C/c1ccc(Cl)cc1 (centres undefined),0%,?,1%,?,-3%[46.1 µM],?,-16,-16,9,1%

# Assay outcomes deposited in PubChem BioAssay by National Center for Advancing Translational Sciences (NCATS).
